PERK inh = blocks human PERK kinase. inhibition, % at 5.6 µM. AID 1416. actives 0.17% (n = 220,000). Q9NZJ5. CHO PERK-DD fusion, SEAP luminescence translation reporter;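 active = inhibition above the mean inhibition of all tested compounds plus 3 SD, set separately per screening campaign, cut at about 2.9% in these data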;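 also: PERK kinase domain activated by AP20187 dimerizer at 100 nM; 0% = DMSO with dimerizer and 100% = rapamycin at 8.4 µM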
S1P4 agonist = agonists of human S1P4 receptor; S1P4-expressing cell line, agonist reporter assay; activation, % at 4.98 µM; actives 0.35% (n = 220,000); AID 1509; in the data active = activation above about 11%;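 also: 0% = DMSO vehicle and 100% = reference agonist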
MDM2 E3 inh = blocks human Mdm2 ubiquitin ligase activity | Q00987 | cell-based MDM2 ubiquitination luciferase reporter, 2 h; 0 = plate control, 100 = twice control, blank-subtracted | signal enhancement, % at 5 µM | actives 0.11% (n = 210,000) | AID 1230;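 active = signal enhancement of 30% or more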;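 also: luminescence tracks abundance of the self-degrading MDM2-luciferase fusion protein; higher signal means inhibition of MDM2 E3 ligase activity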
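Material: Stable MDM2–luciferase fusion reporter cells | Amount: 2000 cells seeded into each well | Dosing: One concentration, 5 µM, with 0.2% DMSO | Incubation: 4 h cell settling then 2 h compound exposure, 37 °C | Measured by: Luciferase luminescence | Read-out basis: % enhancement relative to plate controls after blank subtraction | Benchmarks: Control and blank well means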
Ba/F3 V617F tox = reduce viability of Ba/F3 cells dependent on JAK2V617F | Ba/F3 EpoR-JAK2V617F viability, ATP luminescence | inhibition, % at 5.6 µM | actives 1.1% (n = 220,000) | AID 1446;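 active = inhibition above the campaign mean plus 3 SD over all tested compounds, cut at about 24% in these data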;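 also: cytokine-independent growth of Ba/F3 cells driven by EpoR plus mutant JAK2; 0% = DMSO-treated cells and 100% = JAK inhibitor I control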
S1P4 antagonist = blocks the human S1P4 receptor | actives 0.26% (n = 220,000) | inhibition, % at 4.98 µM | AID 1510 | O95977 | S1P4-expressing cells, antagonist mode, reporter read-out; in the data active = inhibition above about 29%;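 also: 0% = wells stimulated with agonist and 100% = vehicle wells without agonist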
BaF3 parental = counter-screen for JAK2V617F inhibitors: parental Ba/F3 viability inhibitors; CellTiter-Glo ATP luminescence; inhibition, % at 5.6 µM; actives 1.1% (n = 220,000); AID 1486;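 active = inhibition above a per-campaign cutoff, the mean inhibition of all tested compounds plus 3 SD, cut at about 27% in these data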;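 also: 0% = DMSO wells and 100% = JAK Inhibitor I control wells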
Wee1 stabilizer = human Wee1 degradation inhibition, primary screen; actives 1.2% (n = 220,000); HeLa Luc-Wee1K328M stability, luciferase luminescence; 100% = proteasome inhibitor MG132 effect; reporter increase, % at 5 µM; P30291;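 active = activation above the mean of all tested compounds plus 3 SD, set per screening run, cut at about 8.8% in these data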;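 also: cells exposed to compound for 20 h before luminescence read; 0% = DMSO alone and 100% = MG132 at 30 µM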
NPY2 pot ag = potentiators or agonists of human neuropeptide Y receptor Y2; cells expressing NPY-Y2, potentiator/agonist read-out; activation, % at 3.6 µM; actives 0.45% (n = 220,000); AID 1359; in the data active = activation above about 27%;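 also: cells stimulated with NPY near EC25 plus isoproterenol at EC100; 0% = vehicle plus submaximal agonist and 100% = vehicle plus saturating agonist; some results beyond the cut were filed as inactive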
eIF4E 4G PPI = blocks eIF4E binding to eIF4G. P63073+Q04637. TR-FRET eIF4E-eIF4GI(517-606) binding, 2 h. inhibition, % at 21.7 µM. actives 0.37% (n = 220,000);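 active = inhibition above about 30%, limit read from the data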;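 also: 0% = full FRET control wells and 100% = background wells lacking eIF4GI fragment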
Target sequence (P63073 whole entry, looked up, the tested form may be a part): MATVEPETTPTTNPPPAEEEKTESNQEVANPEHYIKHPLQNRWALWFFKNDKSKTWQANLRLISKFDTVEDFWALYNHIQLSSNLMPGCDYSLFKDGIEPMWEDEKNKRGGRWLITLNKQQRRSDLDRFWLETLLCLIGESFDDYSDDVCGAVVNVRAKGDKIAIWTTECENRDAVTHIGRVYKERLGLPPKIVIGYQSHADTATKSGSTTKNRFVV
Target sequence (Q04637 whole entry, looked up, the tested form may be a part): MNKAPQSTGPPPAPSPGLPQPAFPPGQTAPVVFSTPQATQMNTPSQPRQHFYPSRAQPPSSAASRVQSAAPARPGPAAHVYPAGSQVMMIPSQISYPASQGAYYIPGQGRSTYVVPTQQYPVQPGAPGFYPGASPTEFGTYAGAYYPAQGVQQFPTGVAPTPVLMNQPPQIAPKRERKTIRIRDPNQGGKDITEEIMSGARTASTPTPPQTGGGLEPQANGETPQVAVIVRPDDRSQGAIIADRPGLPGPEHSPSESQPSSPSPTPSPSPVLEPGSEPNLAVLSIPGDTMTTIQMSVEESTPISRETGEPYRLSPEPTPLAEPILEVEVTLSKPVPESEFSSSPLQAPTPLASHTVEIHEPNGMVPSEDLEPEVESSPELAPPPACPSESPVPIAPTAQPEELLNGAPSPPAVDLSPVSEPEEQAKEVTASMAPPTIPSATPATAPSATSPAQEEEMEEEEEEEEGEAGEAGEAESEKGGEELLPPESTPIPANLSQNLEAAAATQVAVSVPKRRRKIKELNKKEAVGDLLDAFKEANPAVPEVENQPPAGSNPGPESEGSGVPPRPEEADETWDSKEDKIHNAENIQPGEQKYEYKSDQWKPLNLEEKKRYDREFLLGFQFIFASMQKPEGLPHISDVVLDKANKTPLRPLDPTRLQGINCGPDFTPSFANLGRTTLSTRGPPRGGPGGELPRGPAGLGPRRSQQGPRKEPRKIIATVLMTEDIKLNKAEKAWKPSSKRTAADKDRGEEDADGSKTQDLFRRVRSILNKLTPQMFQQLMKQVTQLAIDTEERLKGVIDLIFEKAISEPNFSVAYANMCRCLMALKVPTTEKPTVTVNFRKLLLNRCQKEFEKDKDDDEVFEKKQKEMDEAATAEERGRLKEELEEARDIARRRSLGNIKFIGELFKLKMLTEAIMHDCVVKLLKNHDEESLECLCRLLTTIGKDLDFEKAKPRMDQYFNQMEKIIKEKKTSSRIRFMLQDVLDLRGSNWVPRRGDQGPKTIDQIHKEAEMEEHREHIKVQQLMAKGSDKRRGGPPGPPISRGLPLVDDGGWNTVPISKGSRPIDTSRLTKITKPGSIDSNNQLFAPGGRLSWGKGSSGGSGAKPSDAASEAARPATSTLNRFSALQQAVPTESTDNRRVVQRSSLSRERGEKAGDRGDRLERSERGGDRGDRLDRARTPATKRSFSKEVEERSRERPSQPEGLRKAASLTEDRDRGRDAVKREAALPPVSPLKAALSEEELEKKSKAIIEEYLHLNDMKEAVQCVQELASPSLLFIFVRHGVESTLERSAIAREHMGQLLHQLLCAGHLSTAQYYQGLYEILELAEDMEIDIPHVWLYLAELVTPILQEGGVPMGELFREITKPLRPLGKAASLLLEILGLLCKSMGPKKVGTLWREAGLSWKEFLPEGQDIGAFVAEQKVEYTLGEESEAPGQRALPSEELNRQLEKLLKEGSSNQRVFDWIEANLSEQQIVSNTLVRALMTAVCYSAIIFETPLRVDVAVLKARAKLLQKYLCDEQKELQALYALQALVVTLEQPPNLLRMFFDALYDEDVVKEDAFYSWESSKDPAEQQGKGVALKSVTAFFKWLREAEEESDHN
* = called active by the depositor; [ ] = another dose, or the depositor's remark.

No. | mol | PERK inh | S1P4 agonist | MDM2 E3 inh | Ba/F3 V617F tox | S1P4 antagonist | BaF3 parental | Wee1 stabilizer | NPY2 pot ag | eIF4E 4G PPI
1 | COc1cc(/C=C2\SC(=Nc3ccccc3)N(Cc3ccco3)C2=O)ccc1OC(C)C(=O)O (centres undefined) | -0.7 | 0.2 | -9 | 0 | -3 | 4 | 0 | 3 | 5
2 | Cc1cc(C(=O)OC(C(=O)Nc2ccc(C)c(Cl)c2)c2ccccc2)c(C)o1 (centres undefined) | 1.2 | 0.4 | -12 | -4 | 1 | 3 | 6 | -8 | 6
3 | CN1C(=S)SC2CS(=O)(=O)CC21C (centres undefined) | 2.2 | 0.9 | -9 | 1 | -6 | -6 | 2 | 12 | 3
4 | CCNC1CCS(=O)(=O)C1 (centres undefined) | 1.6 | -0.1 | -5 | 1 | -14 | -4 | 0 | -6 | -3
5 | Cc1ccc(C)c(C(=O)COc2ncnc3ccccc23)c1 | -0.4 | -0.6 | -5 | 0 | 6 | 0 | 1 | 0 | -3
6 | COC(=O)c1cc2sccc2n1Cc1nc(-c2ccc(Cl)cc2)oc1C | 0.6 | 1.8 | -12 | 0 | 0 | -1 | -2 | -5 | -12
7 | CCCn1nc2cc(C(=O)NCCc3ccc(C)cc3)ccc2c1OCC | 0.0 | -2.0 | 6 | -2 | -5 | 0 | -1 | -1 | 3
8 | COc1cc(/C=N/NC(=O)CSc2ccccn2)ccc1OC(C)C | -0.6 | 0.3 | -4 | -4 | -18 | 2 | 7 | -18 | 3
9 | Cc1ccc2c(c1)c1ncnc(N3CCN(c4ccccc4)CC3)c1n2C | 0.0 | 3.1 | -7 | -3 | -22 | 0 | 0 | 17 | -9
10 | c1cn(CCCNC2=NCCCCC2)cn1 | -0.1 | -0.6 | -9 | 2 | -8 | 91* | 3 | 1 | -8[fluorescence artefact?]
11 | COC(=O)c1ccc(NC(=O)CN(Cc2ccc(Cl)cc2)S(C)(=O)=O)cc1 | -0.3 | -0.7 | -15 | 0 | -7 | 5 | -2 | -3 | -2
12 | O=C(NCNC(=O)c1ccccc1)c1ccccc1 | -0.4 | 3.3 | -27 | 3 | -2 | 7 | 0 | 6 | 4
13 | CNc1c(N)c(=O)oc2ccccc12 | 0.7 | 2.0 | -10 | -1 | -7 | 7 | 4 | 0 | -2
14 | O=C(Nc1ccc(NC(=O)c2ccc(S(=O)(=O)c3ccccc3)cc2)cc1)c1ccccc1 | -0.1 | -2.2 | -9 | 3 | -18 | 1 | 2 | -6 | -3[fluorescence artefact?]
15 | Cc1ccc(OCCN2CCNCC2)c([N+](=O)[O-])c1 | 0.3 | 1.8 | -7 | -2 | -15 | 5 | 0 | 10 | 3
16 | CSCC[C@H](NC(=O)OC(C)(C)C)c1nnc(SCc2cccc(F)c2)o1 | -1.2 | 0.2 | -3 | -2 | -22 | -1 | 2 | 4 | 0
17 | O=C(c1ccc(S(=O)(=O)N2CCCCCC2)cc1)N(c1ccccn1)C1CCCCC1 | 0.1 | 0.1 | -13 | -4 | 5 | -1 | -1 | -8 | 4
18 | COC(=O)C1=C(C)OC(N)=C(C#N)C1c1cc(OC)ccc1OC (centres undefined) | 0.0 | 2.7 | -13 | -3 | -30 | -1 | 0 | 8 | -1[fluorescence artefact?]
19 | COc1ccc(C)cc1NC(=O)Nc1cccc(C(=O)O)c1 | 1.4 | 2.2 | -1 | -2 | 0 | 3 | -5 | -5 | 0
20 | O=C1COc2ccc(C(=O)/C=C/c3ccccc3)cc2N1 | 0.7 | -1.7 | -4 | 3 | 0 | 9 | -2 | -4 | 2
21 | CCOc1ccc2nc(NC(=O)CSc3nnnn3C3CCCCC3)sc2c1 | -1.2 | -4.5 | -10 | 4 | 1 | 9 | -1 | -17 | -13
22 | COc1cc(/C=C(\NC(=O)c2ccccc2)C(=O)NCC(=O)O)c([N+](=O)[O-])cc1OC | -0.2 | 0.5 | -13 | 5 | -18 | 7 | -2 | 6 | -4[fluorescence artefact?]
23 | N#C/C(=C\c1ccccc1)c1nc2ncccc2[nH]1 | 1.0 | 0.7 | -26 | 0 | 7 | 1 | -3 | 2 | 6[fluorescence artefact?]
24 | CC(NC(=O)c1ccc(F)cc1)c1ccc(F)cc1 (centres undefined) | 0.4 | -0.8 | 3 | -5 | -13 | 3 | 1 | 2 | -3
25 | COCC(C)n1c(C)cc(C(=O)COc2ccc(S(=O)(=O)N3CCOCC3)cc2Cl)c1C (centres undefined) | -0.2 | 0.9 | -11 | 0 | -24 | 3 | -2 | 1 | -1
26 | O=C(NC1(C(F)(F)F)N=C(c2ccccc2)NC1=O)c1ccc(Cl)cc1Cl (centres undefined) | 1.3 | 2.2 | -12 | 3 | -11 | 3 | 2 | -5 | -5
27 | COCC(=O)N(CCN(C)C)Cc1cc2cc3c(cc2nc1Cl)OCO3 | 0.1 | -0.4 | -5 | 0 | 3 | 4 | -5 | -8 | -2
28 | CN(C)c1cccc2cccc(N(C)C)c12 | 1.8 | 1.4 | -3 | -5 | -5 | 4 | 0 | 4 | 0
29 | CC(C)=CC/C=C1\CCC(C(=O)O)C(C(=O)O)C1 (centres undefined) | 0.9 | -0.8 | -71 | -1 | -11 | 6 | -2 | 13 | -2
30 | Cc1ccc2nc(-c3ccc(SCC(=O)Nc4cc(C)on4)nc3)[nH]c2c1 | -0.8 | 0.5 | -27 | 1 | -7 | 4 | 5 | -20 | -9

Exported with two lines to a compound: part of the list above
The line under a structure holds: PERK inh	S1P4 agonist	MDM2 E3 inh	Ba/F3 V617F tox	S1P4 antagonist	BaF3 parental	Wee1 stabilizer	NPY2 pot ag	eIF4E 4G PPI
(18) COC(=O)C1=C(C)OC(N)=C(C#N)C1c1cc(OC)ccc1OC (centres undefined)
    0.0	2.7	-13	-3	-30	-1	0	8	-1[fluorescence artefact?]
(19) COc1ccc(C)cc1NC(=O)Nc1cccc(C(=O)O)c1
    1.4	2.2	-1	-2	0	3	-5	-5	0

(list continues)
No. | mol | PERK inh | S1P4 agonist | MDM2 E3 inh | Ba/F3 V617F tox | S1P4 antagonist | BaF3 parental | Wee1 stabilizer | NPY2 pot ag | eIF4E 4G PPI
31 | CC1CCN(C(=O)CN(C)S(=O)(=O)c2cccc3nsnc23)CC1 | -0.1 | 0.8 | -7 | 0 | -1 | 4 | 3 | -7 | -4[fluorescence artefact?]
32 | CCOc1ccc(C(=O)Nc2ccc(NC(=S)NC(=O)CC)cc2)cc1Cl | 0.1 | -0.1 | -4 | 3 | -5 | 9 | 0 | -6 | 10
33 | CC1CCc2nc3sc4c(c3c(N)c2C1)CCCC4 (centres undefined) | -0.8 | 2.7 | -17 | 3 | 16 | 7 | -2 | -12 | -8[fluorescence artefact?]
34 | CC1(C)CC2CC(C)(CN2C(=O)c2ccc([N+](=O)[O-])cc2)C1 (centres undefined) | -0.5 | 3.1 | -7 | 2 | -15 | 8 | -4 | -3 | 2
35 | Nn1c(SCC(=O)NCc2ccc3c(c2)OCO3)nnc1C1CC1 | 0.6 | 1.1 | -6 | 0 | -17 | 0 | 1 | -2 | 3
36 | Cn1c(NCCN2CCOCC2)nc2c1c(=O)n(Cc1cccc(Cl)c1)c(=O)n2C | -0.3 | 0.4 | -15 | 0 | 6 | 5 | 0 | 10 | 3
37 | O=C(N/N=C\c1ccc(F)cc1)c1cc(OCC(F)(F)F)ccc1OCC(F)(F)F | -0.6 | 0.8 | -13 | 3 | -16 | 5 | -2 | -20 | 2
38 | COc1cc(C(=O)N2CCN=C2c2ccccc2)cc(OC)c1OC | -0.7 | -0.1 | -9 | -3 | -12 | 2 | 3 | 12 | 7
39 | Cn1c(C(=O)NCCN2CCOCC2)cc2sccc21 | 1.5 | -2.1 | -16 | -5 | 0 | 0 | 0 | -3 | 1
40 | O=C(/C=C/c1ccco1)N1CCC(Cc2ccccc2)CC1 | -0.1 | 0.2 | -13 | 5 | 12 | 3 | -2 | -1 | 7
41 | CN(C)CCCNCCNC(=O)/C=N\O | 0.7 | 1.8 | 1 | 0 | -4 | 1 | -3 | -7 | -1[fluorescence artefact?]
42 | CCc1ccc(NC(=O)C/C(C)=N/NC(=O)OCc2ccc(OC)cc2)cc1 | 0.0 | -3.0 | -10 | 0 | -5 | 7 | 1 | -1 | 8
43 | O=C(CSc1ccc(Cl)cc1)N1CCCC1 | 0.0 | 1.4 | 5 | -5 | -3 | -1 | 1 | -8 | 1
44 | Cn1c(N)c(C(=O)COC(=O)CCc2ccccc2)c(=O)n(C)c1=O | 2.1 | -0.8 | -3 | 0 | -9 | 4 | 2 | -12 | -10
45 | N#C/C(=C\C1CC2C=CC1C2)c1nc2ccccc2[nH]1 (centres undefined) | -0.1 | 0.5 | -17 | 0 | 0 | 7 | -2 | -11 | 0[fluorescence artefact?]
46 | Cc1ccc(F)cc1S(=O)(=O)NCc1ccc(N2CCN(C)CC2)cc1 | -1.1 | 2.5 | 0 | 10 | -10 | -4 | 4 | -12 | -4
47 | Clc1ccc(-c2c[n+](Cc3ccc(Cl)cc3Cl)c3n2CCCCC3)cc1 | -1.2 | -0.1 | -11 | 73* | 15 | 73* | 1 | -12 | 2
48 | CC(NC(=O)CSc1cccc(C(F)(F)F)c1)c1ccccc1 (centres undefined) | 0.8 | -0.9 | -6 | 0 | -5 | -1 | -2 | 2 | 2[fluorescence artefact?]
49 | CS(=O)(=O)c1ccc(Cl)c(NC(=O)c2cccc(Br)c2)c1 | -0.1 | -1.4 | -27 | 6 | -6 | 9 | -3 | -9 | -48[fluorescence artefact?]
50 | CC1(C)SC(=S)N(/N=C/c2ccccc2O)C1N(O)C(=O)Nc1ccccc1 (centres undefined) | -0.9 | 0.8 | -70 | 3 | 3 | 0 | -1 | 14 | -4
51 | C/C(=N\Nc1ccc(Cl)cc1)c1c(O)cc(C)oc1=O | 0.5 | 0.5 | -6 | -5 | 0 | 6 | -3 | -1 | -1
52 | Cc1cc(CN2C(=O)c3ccccc3C2=O)no1 | 0.0 | 2.5 | -6 | 3 | -16 | 2 | -1 | -10 | 6
53 | COc1cc(C(=O)O/N=C(\N)Cc2ccc([N+](=O)[O-])cc2)cc(OC)c1OC | -2.5 | 1.5 | -23 | -1 | -10 | 1 | -2 | 10 | 1
54 | O=C(/C=C\c1ccccc1)Oc1cccc2cccnc12 | 0.4 | 1.5 | -8 | -2 | -26 | 0 | -2 | -6 | -3
55 | COCCNC(=O)c1c[nH]n2c(=O)cc(C3CCN(C(=O)OC(C)(C)C)CC3)nc12 | 3.8* | 1.0 | -8 | -1 | 4 | 6 | 4 | 4 | -5
56 | O=[N+]([O-])c1cccc(/C=C/c2nc3ccc([N+](=O)[O-])cc3[nH]2)c1 | 0.3 | -0.9 | -16 | 0 | 6 | 4 | -3 | -3 | -46[fluorescence artefact?]
57 | CCNc1ccc(C2(O)C(=O)c3ccccc3C2=O)cc1 | 0.9 | -1.2 | -22 | 4 | -11 | 9 | -1 | -4 | 2[fluorescence artefact?]
58 | NC(=S)N/N=C/c1ccc(-c2ccc(Cl)c(Cl)c2)o1 | 2.0 | 0.9 | -20 | -4 | 4 | 4 | 5 | -13 | 3
59 | COc1ccc(-c2nc(SC(CC(=O)NCCO)c3cccs3)n[nH]2)cc1 (centres undefined) | 1.6 | 0.3 | -1 | -1 | -18 | 5 | 4 | 4 | 0
60 | COc1ccc(CCNC(=O)CSCc2ccc(Cl)cc2)cc1OC | -0.5 | -0.3 | -5 | 1 | -3 | 14 | -1 | -6 | -5
61 | Cc1cc(-c2n[nH]c(=S)n2/N=C/c2ccc(Br)s2)n[nH]1 | 0.4 | 0.3 | -15 | -4 | -20 | 1 | -2 | -12 | -1[fluorescence artefact?]

High-throughput results as filed in PubChem.
